High-throughput results as filed in PubChem.
VEEV TC-83 Vero = inhibitors of VEEV TC-83 cytopathic effect, confirmation, Vero cells (AID 588727). Vero cells, VEEV TC-83 cytopathic effect inhibition; higher % means a stronger effect. one-dose inhibition, % at 20 µM; IC50 in µM for titrated hits. 350,000 compounds, 0.13% hits; in the data active means a potency from the dose series; inconclusive means inhibition mostly from about 14% at the one dose, without a potency; inactive means the rest, 99 in 100 with inhibition below about 12%; further: strong numbers were not always called active
Salmonella PhoP GFP = PhoP regulon inhibitors, Salmonella typhi PhoP promoter GFP reporter, confirmatory (AID 1850) | inhibition, % at 50 µM; hits with a dose series show IC50 in µM | 310,000 compounds, 0.33% hits | Salmonella Typhi PhoP-promoter GFP reporter, fluorescence, 4 h; higher % means a stronger effect; in the data active means a potency from the dose series; inconclusive means inhibition mostly from about 25% at the one dose, without a potency; inactive means the rest, 99 in 100 with inhibition below about 19%;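 further: 0% = induced wells with vehicle and 100% = uninduced wells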
H1N1 NS1A inhibition = H1N1 influenza NS1A inhibitors, functional cell based assay (AID 504329). NS1A functional cell-based assay, percent inhibition; higher % means a stronger effect. inhibition, % at 12.5 µM, or IC50 in µM where a hit was titrated. 340,000 compounds, 0.3% hits; in the data active means a potency from the dose series; inconclusive means inhibition above about 27% without an active follow-up result; further: strong numbers were not always called active
H37Rv inhibition = M. tuberculosis growth inhibition, HTS (AID 449762); M. tuberculosis H37Rv growth inhibition, 7H9 media; higher % means a stronger effect; inhibition, % at 25 µM, or IC50 in µM where a hit was titrated; 330,000 compounds, 0.59% hits; in the data active means a potency from the dose series; inconclusive means inhibition above about 70% without an active follow-up result;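 further: bacterial growth assessed after seven days of incubation; strong numbers were not always called active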
tuberculosis growth = growth inhibition of non-replicating M. tuberculosis (AID 488890); Mycobacterium tuberculosis non-replicating, growth inhibition; higher % means a stronger effect; inhibition, % at 25 µM; hits with a dose series show IC50 in µM; 320,000 compounds, 0.39% hits; in the data active means a potency from the dose series; inconclusive means inhibition mostly from about 82% at the one dose, without a potency; inactive means the rest, 99 in 100 with inhibition below about 76%;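 further: plate controls were DMSO cells for no effect and high antibiotic wells for full effect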
VEEV TC-83 Vero 10K pilot screen = recorded beside VEEV TC-83 Vero, whose call it bears; inhibition, %; measured here: 10K pilot screen inhibition
* hit, by the source's call; i = inactive; ? = inconclusive; nt = no result given.

Start of the data: the first 6 records (preview)
SMILES	VEEV TC-83 Vero	Salmonella PhoP GFP	H1N1 NS1A inhibition	H37Rv inhibition	tuberculosis growth	others
Cc1ccc(C2=NN(S(=O)(=O)c3ccccc3)C(c3ccco3)C2)cc1 (stereo unspecified)	0.6%	nt	-11%	9%	11%
COC(=O)C(Cc1ccc(O)cc1)NC(=O)CCNC(=O)c1ccco1 (stereo unspecified)	1.6%	-7%	-6%	-4%	-8%
O=C(Nc1ccc2c(c1)OCCO2)NC12CC3CC(CC(C3)C1)C2	i	-12%	-3%	?	58%
COCCNC(=S)N=Nc1c(O)[nH]c2c(C)cc(C)cc12	1.2%	-4%	-1%	3%	6%
Cc1ccc(CN2[C@@H](c3ccccc3)COCCS2(=O)=O)cc1	0.8%	-4%	-5%	-4%	-15%
COC(=O)c1ccc(CNC(=O)COC(=O)CCN2C(=O)C3CC=CCC3C2=O)cc1 (stereo unspecified)	3.4%	3%	-1%	0%	-11%

The listing, from the first entry:
SMILES	VEEV TC-83 Vero	Salmonella PhoP GFP	H1N1 NS1A inhibition	H37Rv inhibition	tuberculosis growth	others
Cc1ccc(C2=NN(S(=O)(=O)c3ccccc3)C(c3ccco3)C2)cc1 (stereo unspecified)	0.6%	nt	-11%	9%	11%
COC(=O)C(Cc1ccc(O)cc1)NC(=O)CCNC(=O)c1ccco1 (stereo unspecified)	1.6%	-7%	-6%	-4%	-8%
O=C(Nc1ccc2c(c1)OCCO2)NC12CC3CC(CC(C3)C1)C2	i	-12%	-3%	?	58%
COCCNC(=S)N=Nc1c(O)[nH]c2c(C)cc(C)cc12	1.2%	-4%	-1%	3%	6%
Cc1ccc(CN2[C@@H](c3ccccc3)COCCS2(=O)=O)cc1	0.8%	-4%	-5%	-4%	-15%
COC(=O)c1ccc(CNC(=O)COC(=O)CCN2C(=O)C3CC=CCC3C2=O)cc1 (stereo unspecified)	3.4%	3%	-1%	0%	-11%
COCC(=O)n1nc(-c2ccc(Cl)cc2)nc1NCc1ccc(F)cc1	i	-17%	11%	14%	17%
O=C(Nc1cccc(S(=O)(=O)N2CCOCC2)c1)C1CCN(S(=O)(=O)c2ccccc2)CC1	4.2%	nt	-8%	-3%	12%
O=C(Nc1nc2ccsc2c(=O)s1)c1ccc(Cl)cc1	1.6%	-5%	-22%	-6%	-17%
Brc1ccc(CNc2ccc3ncccc3c2)cc1	i	1%	-4%	11%	80%
CCOC(=O)N1CCC(c2nc(C)sc2C(=O)O)CC1	2.1%	-7%	-2%	-5%	-1%
COc1ccc(CN(C(=O)/C=C/c2ccccc2Cl)C2CCS(=O)(=O)C2)cc1 (stereo unspecified)	2.5%	5%	12%	-2%	15%
O=C(C1CCCN(Cc2cccc(F)c2)C1)N1CCCCC1 (stereo unspecified)	i	-3%	-8%	1%	58%
Cc1ccc(NC(=O)CNC(=O)Cc2cccc3ccccc23)c(O)c1	8.2%	8%	-7%	4%	-4%
CNC(=S)NNC(=O)c1sccc1OCc1ccc(Cl)cc1Cl	3.1%	2%	-4%	-2%	-11%
Cc1ccccc1-c1nc(CS(=O)(=O)CC(=O)NCCCN2CCCC2=O)c(C)o1	0.4%	-7%	0%	-5%	-33%
COC(=O)c1ccc(COC(=O)C(NC(=O)Cc2ccccc2)C(C)C)cc1 (stereo unspecified)	2.9%	nt	-17%	nt	nt
COc1ccc(N/N=C(/C(C)=O)N2CCCc3ccccc32)cc1	0.3%	-2%	2%	?	64%
Cc1cc2n(n1)C(c1cn(-c3ccccc3)nc1C)Nc1ccccc1-2 (stereo unspecified)	1.8%	-5%	6%	0%	-1%
COc1ccc(-n2c(-c3ccc(OC)c(OC)c3)n[nH]c2=S)cc1	2.1%	-3%	-2%	4%	-25%
NC(=O)CNC(=O)[C@@H]1CC2(CC(c3ccc(Cl)cc3)=NO2)CN1C(=O)c1ccc(Br)cc1 (stereo partly specified)	i	-7%	7%	1%	13%
Cc1ccc(-n2cc(CNCCCn3cccn3)c(-c3cccc(C)c3)n2)cc1	4.8%	4%	4%	?	78%
CCCCOc1cccc(C2(C(=O)O)CCCC2)c1	0.7%	7%	0%	-6%	-1%
Cc1ccc(CNC(=O)Cn2c(=O)c3sccc3n(Cc3ccc([N+](=O)[O-])cc3)c2=O)cc1	i	-5%	-14%	-4%	-14%
Cn1c(C(=O)NCCN2CCc3ccccc3C2)cc2c(=O)n(C)c3ccccc3c21	11%	18%	-9%	-12%	6%

Further records
SMILES	VEEV TC-83 Vero	Salmonella PhoP GFP	H1N1 NS1A inhibition	H37Rv inhibition	tuberculosis growth	others
O=C(/C=C/c1c(F)cccc1Cl)NCc1ccc2c(c1)OCO2	2.3%	-2%	-18%	-6%	11%
CNc1nc(Sc2cccc(C(F)(F)F)c2)cc(C(F)(F)F)n1	i	-6%	-3%	-6%	6%
CCOC(=O)C(=O)N/N=C(/c1ccccc1)c1ccc(OC)cc1	1.3%	1%	-19%	-3%	11%
C=CCn1c(SCC(=O)NCc2ccco2)nc2sc3c(c2c1=O)CCC3	5.9%	0%	4%	-3%	7%
Cc1nc2cccc(C(=O)NCc3ccccc3)c2o1	2.1%	0%	0%	-4%	51%
CCc1cc(Cn2nc(-c3ccccc3)cc2C(=O)NCc2cccs2)on1	0.2%	5%	11%	7%	44%	VEEV TC-83 Vero 10K pilot screen=0.7
O=C(NCc1ccc(-c2csnn2)cc1)c1cc(Cl)cc(Cl)c1	0.5%	18%	-5%	4%	-6%
COc1ccc(N(CC(=O)NCc2ccco2)S(=O)(=O)c2ccc(C)cc2)cc1	3.8%	4%	4%	-4%	-5%
C/C(=N\NC(=O)c1ccc(CSc2cccc3cccnc23)cc1)C1CCCCC1	0.6%	-3%	12%	-6%	1%
N/C(=N\OC(=O)C1CC1)c1ccc([N+](=O)[O-])s1	i	16%	-17%	-2%	46%
CC(=O)Nc1ccc(N2CCCCC2)cc1	i	4%	7%	2%	-7%
CCC(=O)N1CC(=O)Nc2ccc(F)cc2C1c1ccc(F)cc1 (stereo unspecified)	4.2%	6%	-19%	3%	1%
O=C1N(c2cccc(Cl)c2)C(c2cccnc2)N2CCCN12 (stereo unspecified)	0.7%	-13%	-9%	1%	-1%
CCn1nc(C(=O)NCC(c2cccs2)N2CCOCC2)c2ccccc2c1=O (stereo unspecified)	2.4%	-5%	11%	-22%	-1%
Cc1ccc(-c2nnc(SCC(=O)N3CCCc4ccccc43)n2N)cc1	0.8%	-2%	-6%	-1%	9%
O=C(COC(=O)c1ccc(F)cc1)NCCc1ccc(F)cc1	0.3%	6%	1%	-3%	68%
Cc1cccc(C(=O)C2CCN(S(=O)(=O)c3ccc(C(=O)O)cc3)CC2)c1	i	-3%	-8%	-1%	7%
COc1ccc(Cl)cc1N(C(=O)c1ccco1)C(C(=O)NC1CCCC1)c1ccncc1 (stereo unspecified)	0.1%	9%	12%	-1%	0%
Cc1ccc(S(=O)(=O)N(C)C)cc1NC(=O)CN1C(=O)NC(Cc2c[nH]c3ccccc23)C1=O (stereo unspecified)	1.5%	3%	-14%	-13%	21%
Cc1nc(N)sc1-c1csc(Nc2cccc(O)c2)n1	9.0%	-2%	5%	5%	-4%
CC1CC(C)CN(C(=O)C2CCCN(c3ncnc4c3nc3n4CCCCC3)C2)C1 (stereo unspecified)	7.7%	7%	2%	-5%	7%
COc1ccc(NC(=O)C2C3C=CC4(O3)C2C(=O)N(CCN2CCCCC2)C4C(=O)NC2CCCCC2)cc1 (stereo unspecified)	2.7%	-7%	-8%	-2%	8%
CC1CCCC(C)N1C(=O)Nc1cccc(Cl)c1 (stereo unspecified)	0.7%	-1%	-4%	-6%	8%
CCOc1ccc(NC(=O)c2cccnc2Cl)c([N+](=O)[O-])c1	1.1%	9%	2%	9%	-17%
Cc1ccc(C(c2nnnn2CC2CCCO2)N2CCN(C)CC2)cc1 (stereo unspecified)	0.3%	-2%	-6%	2%	2%

(next part)
SMILES	VEEV TC-83 Vero	Salmonella PhoP GFP	H1N1 NS1A inhibition	H37Rv inhibition	tuberculosis growth	others
O=C(NCc1ccccc1CN1CCCC1)c1ccc(OCc2cscn2)cc1	0.9%	nt	-2%	-11%	15%
COc1ccc(C2C=C(c3ccc(Br)s3)Nc3ncnn32)cc1OC (stereo unspecified)	nt	-89%	nt	17%	68%
COCC(C)NC(=S)NC(=O)c1cc(S(=O)(=O)N2CCOCC2)ccc1C (stereo unspecified)	0.4%	-4%	-10%	-1%	-8%
Cn1c(SCC(=O)N2c3ccccc3Sc3ccc(Cl)cc32)nnc1-c1ccco1	3.1%	-5%	-4%	-4%	36%
CN(C)C(=O)Oc1ccc(Cl)c2cccnc12	4.4%	15%	-3%	1%	3%
Cc1ccc2c(c1)N(Cc1ccc3c(c1)OCO3)C(=O)C(C)O2 (stereo unspecified)	1.3%	-5%	1%	3%	37%
CCc1ccccc1NC(=O)C1CCN(C(=O)c2ccc([N+](=O)[O-])cc2)CC1	0.8%	0%	-1%	7%	-9%
Cc1[nH]c2ccccc2c1C(=O)CSc1ccc(F)cc1	i	-3%	1%	-6%	13%
CC(C)Cc1cc(CN2CCCC(CO)(Cc3cccc(Cl)c3)C2)[nH]n1 (stereo unspecified)	3.6%	0%	-7%	3%	37%
S=C(NCCN1CCOCC1)Nc1ccc(-c2nc3ccccc3[nH]2)cc1	3.1%	-19%	-2%	4%	4%
CCOC(=O)CC(=O)CSc1nnc2sc3ccccc3n12	2.6%	2%	-2%	-2%	13%
COc1ccc(C(CNC(=O)COc2ccccc2)N2CCCCC2)cc1 (stereo unspecified)	i	nt	-2%	1%	-1%
Brc1ccc(-c2ccc(/C=N/Nc3nc(N4CCOCC4)nc(N4CCOCC4)n3)o2)cc1	?	8%	2%	?	42%
Cc1ccccc1-c1n[nH]c(=S)o1	0.7%	3%	-5%	-4%	55%
Cc1ccc(NS(=O)(=O)c2ccc3c(c2)NC(=O)CO3)cc1Cl	5.1%	-3%	-3%	4%	21%
Cc1ccc(N(C)S(=O)(=O)c2cc(-c3cnc(C4CC4)o3)ccc2C)cc1	11%	-2%	-3%	43%	38%
N#Cc1cccc(NC(=O)CCN2C(=O)C3CCCCC3C2=O)c1 (stereo unspecified)	4.9%	nt	-7%	-4%	4%
CCOC(=O)C[C@H]1c2ccc(C(F)(F)F)cc2S(=O)(=O)N1C(C)C	0.2%	12%	-26%	2%	13%
CCn1cc(C(=O)C(F)(F)F)c2ccccc21	i	-6%	-4%	-4%	3%
CCCCn1c(N)c(N(CCOC)C(=O)c2cccc(S(=O)(=O)N3CCCCCC3)c2)c(=O)[nH]c1=O	2.5%	-1%	-7%	-2%	15%
FC(F)(F)c1cc(-c2ccco2)nc(N2CCN(c3ccccc3)CC2)n1	2.6%	2%	-2%	5%	nt
CC(=O)c1c(C(=O)O)[nH]c(C(=O)O)c1C	0.2%	7%	0%	4%	-14%
S=C(Nc1ccc(Nc2ccccc2)cc1)NN1CCOCC1	2.5%	-3%	2%	6%	11%
COc1ccccc1-n1cnc2cc(C(=O)NCCCN3CCOCC3)ccc21	5.0%	7%	-12%	-7%	-24%
COCCCNC(=O)CNC(=S)N(Cc1ccccc1)Cc1cccnc1	i	2%	6%	1%	-16%

Fetched by structure from the entries so far:
SMILES	VEEV TC-83 Vero	Salmonella PhoP GFP	H1N1 NS1A inhibition	H37Rv inhibition	tuberculosis growth	others
O=C1N(c2cccc(Cl)c2)C(c2cccnc2)N2CCCN12 (stereo unspecified)	0.7%	-13%	-9%	1%	-1%
Cc1ccc(N(C)S(=O)(=O)c2cc(-c3cnc(C4CC4)o3)ccc2C)cc1	11%	-2%	-3%	43%	38%
CCc1cc(Cn2nc(-c3ccccc3)cc2C(=O)NCc2cccs2)on1	0.2%	5%	11%	7%	44%	VEEV TC-83 Vero 10K pilot screen=0.7

More compounds
SMILES	VEEV TC-83 Vero	Salmonella PhoP GFP	H1N1 NS1A inhibition	H37Rv inhibition	tuberculosis growth	others
CCCCSCCCNC(=O)c1cn(C)c2ccc(S(=O)(=O)N3CCCC3)cc2c1=O	0.7%	12%	-2%	0%	12%
Cc1ccc2c(CC(=O)O)coc2c1	0.3%	-24%	-14%	-2%	2%
CCC1(C)N(O)C(C)(C)C(c2ccc(OC)cc2)=[N+]1[O-] (stereo unspecified)	1.7%	0%	-15%	7%	33%
O=C(Nc1ccn(CCCNCCCN2CCCC2=O)c(=O)n1)OCc1ccccc1	0.1%	nt	17%	nt	nt
CCN(CC(=O)Nc1ccccc1OC)CC(=O)Nc1ccccc1C(F)(F)F	i	1%	-5%	1%	0%
COC(=O)[C@@H](Cc1ccccc1)NC(=O)[C@H]1CCC(=O)N1C(=O)OCc1ccccc1	0.1%	6%	-3%	-5%	13%
COc1ccc(N2C(=O)C3CCCN3C2=O)cc1 (stereo unspecified)	2.1%	-7%	-3%	1%	-8%

Hits appear at their usual frequency. About 1.5% of those tested had a hit in this group.
